Screening data (PubChem)
Ba/F3 V617F tox: loss of viability in JAK2V617F-driven Ba/F3 cells. Ba/F3 EpoR-JAK2V617F viability, ATP luminescence. AID 1446. hit rate 1.1% among 220,000. inhibition, % at 5.6 µM;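 active = inhibition above the campaign mean plus 3 SD over all tested compounds, cut at about 24% in these data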;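 note: cytokine-independent growth of Ba/F3 cells driven by EpoR plus mutant JAK2; 0% = DMSO-treated cells and 100% = JAK inhibitor I control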
zfTRPN1 agonist: zebrafish TRPN1 (NompC) channel agonism; HEK293 zebrafish TRPN1-YFP, Fluo-8 calcium fluorescence; 100% = response to 87 µM carbachol; activation, % at 3 µM; hit rate 0.18% among 220,000; AID 1424;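 active = activation above its plate's cutoff, the mean activation of test wells on that plate plus 3 SD, cut at about 19% in these data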;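 note: 0% = DMSO alone and 100% = 87 µM carbachol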
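Material – zebrafish TRPN1-YFP in HEK293 cells · Doses – 3 µM single point · Schedule – dye 1 h 37 °C plus 30 min RT · Signal – Fluo-8 calcium fluorescence, excitation 470-495 nm, emission 515-575 nm · Read-out – % activation versus carbachol response · Control set – carbachol high, DMSO low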
PERK inh: inhibitors of human PERK kinase; CHO PERK-DD fusion, SEAP luminescence translation reporter; hit rate 0.17% among 220,000; inhibition, % at 5.6 µM; Q9NZJ5; AID 1416;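 active = inhibition above the mean inhibition of all tested compounds plus 3 SD, set separately per screening campaign, cut at about 2.9% in these data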;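 note: PERK kinase domain activated by AP20187 dimerizer at 100 nM; 0% = DMSO with dimerizer and 100% = rapamycin at 8.4 µM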
S1P4 agonist: human S1P4 receptor agonism; hit rate 0.35% among 220,000; activation, % at 4.98 µM; O95977; S1P4-expressing cell line, agonist reporter assay; in the data active = activation above about 11%;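 note: 0% = DMSO vehicle and 100% = reference agonist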
Target sequence (O95977 whole entry, looked up): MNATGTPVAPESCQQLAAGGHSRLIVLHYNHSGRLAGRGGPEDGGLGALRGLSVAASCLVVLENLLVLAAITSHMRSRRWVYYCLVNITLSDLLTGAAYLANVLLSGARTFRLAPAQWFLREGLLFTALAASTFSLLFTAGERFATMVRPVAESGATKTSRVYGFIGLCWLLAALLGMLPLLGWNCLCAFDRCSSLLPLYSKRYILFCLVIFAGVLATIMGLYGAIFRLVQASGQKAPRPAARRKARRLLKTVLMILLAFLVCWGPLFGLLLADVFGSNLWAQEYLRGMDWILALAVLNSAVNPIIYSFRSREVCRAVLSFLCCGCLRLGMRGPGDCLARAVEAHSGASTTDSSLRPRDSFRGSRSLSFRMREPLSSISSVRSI
EP2 mod: modulators of human EP2 prostaglandin E2 receptor | P43116 | EP2-expressing cells, cAMP HTRF FRET, PGE2 co-stimulation | induction, % at 25 µM | hit rate 0.83% among 260,000;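 active = compounds whose cAMP rise, as percent of the full-agonist control response, exceeds 60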;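 note: rat C6 glioma line stably carrying human EP2 under a CMV promoter; the protocol text gives 20 µM as final concentration; 100% = response of wells given 1 µM PGE2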
TRPML3 agonist: agonists of human TRPML3 channel | hit rate 0.29% among 220,000 | activation, % at 3 µM | HEK293 TRPML3-YFP, Fluo-8 calcium fluorescence; 100% = the carbachol control signal | Q8TDD5;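 active = activation above its plate's cutoff, the mean activation of the plate's test wells plus 3 SD, cut at about 12% in these data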;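 note: 0% = DMSO only wells and 100% = carbachol wells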
Target sequence (Q8TDD5 whole entry, looked up): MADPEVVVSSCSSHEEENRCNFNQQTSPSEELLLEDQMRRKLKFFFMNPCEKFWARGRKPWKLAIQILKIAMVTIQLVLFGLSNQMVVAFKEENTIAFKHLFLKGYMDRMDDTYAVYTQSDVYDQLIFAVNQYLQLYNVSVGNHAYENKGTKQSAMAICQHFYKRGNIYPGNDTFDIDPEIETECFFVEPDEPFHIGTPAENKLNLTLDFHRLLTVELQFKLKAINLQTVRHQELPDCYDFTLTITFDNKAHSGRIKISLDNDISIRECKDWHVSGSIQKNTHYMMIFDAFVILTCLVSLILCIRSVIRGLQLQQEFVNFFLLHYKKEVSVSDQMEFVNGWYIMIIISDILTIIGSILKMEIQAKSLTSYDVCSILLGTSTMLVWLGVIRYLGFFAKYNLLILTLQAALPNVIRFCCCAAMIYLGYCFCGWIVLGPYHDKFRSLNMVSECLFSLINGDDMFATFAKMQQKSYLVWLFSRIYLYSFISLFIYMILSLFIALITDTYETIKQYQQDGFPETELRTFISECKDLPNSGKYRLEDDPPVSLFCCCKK
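Material: HEK293 cells stably carrying human TRPML3-YFP; compound dosing: single dose, 3 µM final nominal compound, 0.3% DMSO final; incubation: 1-h 37 °C dye load, 5-s basal, 120-s post-compound reads; technique: Fluo-8 intracellular calcium fluorescence, excitation 470-495 nm, emission 515-575 nm; read-out basis: percent activation from peak-to-basal fluorescence ratio, scaled between DMSO and carbachol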
Calpain2 inh: calpain II (pig) inhibition; inhibition, % at 16 µM; purified calpain II, fluorogenic peptide substrate, 30 min; hit rate 0.37% among 220,000;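 active = inhibition above about 50%, limit read from the data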
BaF3 tox: counter-screen for JAK2V617F inhibitors: parental Ba/F3 viability inhibitors; CellTiter-Glo ATP luminescence; inhibition, % at 5.6 µM; hit rate 1.1% among 220,000; AID 1486;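 active = inhibition above a per-campaign cutoff, the mean inhibition of all tested compounds plus 3 SD, cut at about 27% in these data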;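 note: 0% = DMSO wells and 100% = JAK Inhibitor I control wells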
S1P4 antagonist: blocks the human S1P4 receptor; O95977; S1P4-expressing cells, antagonist mode, reporter read-out; inhibition, % at 4.98 µM; hit rate 0.26% among 220,000; in the data active = inhibition above about 29%;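 note: 0% = wells stimulated with agonist and 100% = vehicle wells without agonist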
* hit, by the source's call; i = inactive; & = joins results of further samples.

molecule	Ba/F3 V617F tox	zfTRPN1 agonist	TRPML3 agonist	Calpain2 inh	EP2 mod	BaF3 tox	S1P4 antagonist	PERK inh	S1P4 agonist
O=C1CN(c2cc(Cl)cc(Cl)c2)C(=O)CN1/N=C/c1cccnc1	6.3	-0.8	0.4	5.2	5.9	-1.0	6.1	-0.6	0.9
COC(=O)Cn1c(SCc2ccccc2)nc2ccccc21	-1.1	-0.4	-0.2	19.7	26.9	3.4	3.8	-0.1	-0.9
c1cn(C23CC4CC(CC(C4)C2)C3)cn1	3.9	0.9	1.4	-13.2	7.2	7.9	-0.4	1.1	1.4
Cc1cc(C)c(S(=O)(=O)c2ccc(Cl)cc2)c(Cl)n1	0.1	-1.6	0.0	-21.8	17.0	3.4	-11.3	0.5	0.7
COCCCn1c(SCC(=O)c2ccccc2)nc2ccccc2c1=O	4.3	-1.3	-1.1	36.2	13.6	5.4	-2.6	-0.4	-2.7
CCc1cc2c(SCC(=O)N3CC(=O)Nc4ccccc43)ncnc2s1	3.8	3.3	1.1	7.1	-10.4	6.7	-15.3	-1.3	0.9
COc1ccc(C2c3ccc4ccccc4c3Oc3ncn(CCCO)c(=N)c32)cc1 (configuration not stated)	-1.3	2.9	1.8	8.2	-33.2	3.4	-0.8	-2.4	-0.8
COC(=O)[C@@H](N)CS	-0.6	1.9	0.1	7.5	15.1	6.4	-14.1	3.0*	0.2
CCCn1nnc(NCc2ccc(OCc3cccs3)c(OC)c2)n1	-3.9	0.5	0.5	-15.0	-10.1	1.0	-1.4	-0.3	-0.4
Cc1c(C2(c3c(C)n(C)n(-c4ccccc4)c3=O)C(=O)Nc3ccc(F)cc32)c(=O)n(-c2ccccc2)n1C	-3.6	-0.2	0.5	-15.0	20.6	0.4	-3.1	0.0	1.4
Cc1c(Br)c([N+](=O)[O-])nn1C(C)C(=O)Nc1nccs1 (configuration not stated)	-4.3	-0.8	0.5	-17.3	7.1	1.6	-1.7	0.7	0.4
O=C(Cn1c(CO)nc2ccccc21)NC1CCCCCC1	-1.3	0.4	0.4	-1.9	-2.2	1.2	-4.3	0.1	0.8
CC(C)C1C(C#N)=C(N)Oc2n[nH]c(-c3ccc4ccccc4c3)c21 (configuration not stated)	33.0*	0.6	0.0	13.7	-33.0	10.1	-9.6	-0.7	2.2
COc1ccc(S(=O)(=O)N2CCCCC2)cc1NCC(=O)Nc1ccc(C)cc1	2.8	-0.8	-0.3	6.9	-34.6	8.6	0.3	-1.0	-0.6
COC(=O)C(Oc1ccc2c(-c3ccc(OC)cc3)cc(=O)oc2c1)c1ccccc1 (configuration not stated)	4.8	1.5	0.0	24.7	42.0	7.3	9.5	-1.0	0.0
O=C(Cc1ncn[nH]1)NCCc1ccccc1	-1.8	0.2	-0.1	7.9	1.4	5.7	-18.9	1.3	-0.7
CSC1=C(C#N)C(c2ccc3c(c2)OCO3)C2=C(CCCC2=O)N1 (configuration not stated)	0.0	0.8	0.8	20.2	0.1	4.5	-12.3	0.2	1.4
COC(=O)c1ccc[n+](CC(=O)c2ccc(Br)cc2)c1	4.1	-0.1	0.5	37.5	12.2	7.3	-19.1	-0.1	-0.5
CCn1c(CSc2nccn2C)nc2cc(C(=O)O)ccc21	-6.2	-0.1	1.5	-27.5	28.8	-2.1	-15.6	1.5	1.6
CC(C)OC(=O)NS(=O)(=O)c1cccc([N+](=O)[O-])c1	2.3	0.4	0.4	2.8	6.1	7.5	-3.8	0.1	1.0
CCCSc1nnc(N2C(=O)CC(c3ccsc3)C3=C2CCCC3=O)s1 (configuration not stated)	-3.0	0.7	-0.4	1.7	36.8	1.2	3.0	-0.1	4.5
O=C(NC1=NCCS1)c1cccc(N2C(=O)c3ccccc3C2=O)c1	2.2	0.7	0.8	-1.6	-9.9	3.0	-19.6	1.1	-1.0
Cc1ccc(NC(=O)CCNC(=O)c2ccco2)cc1F	1.9	0.1	-0.2	6.4	6.6	8.8	-2.0	-0.5	1.4
Cc1noc(NS(=O)(=O)c2ccc(NC(=O)c3cnc4n(c3=O)CCS4)cc2)c1C	-4.1	0.5	0.1	32.2	27.2	1.3	-9.8	0.9	-0.2
COc1ccc(N2CCN(c3nc(NC(C)(C)C)nc(N4CCCCC4)n3)CC2)cc1	-5.2	0.1	0.8	64.7*	22.6	1.6	-12.4	1.1	-0.9
C=C(C)CNC(=S)N/N=C/c1c(F)cccc1F	4.3	-1.7	0.5	57.0*	6.4	9.4	-10.0	1.6	1.3
Cc1[nH]c2ccccc2c1SCc1ccccc1	1.2	-0.9	0.2	29.4	8.0	8.4	-1.2	0.8	2.9
COc1ccc(C(=O)NCCCN2CCOCC2)cc1OC	-1.1	0.3	1.2	-12.0	67.8*	4.8	-0.3	0.8	-3.5
CN(C)NC(=S)Nc1ccc(S(=O)(=O)N2CCCCC2)cc1	-2.9	2.1	0.7	-10.5	-7.0	0.8	19.4	0.8	-0.1
O=C(NCCC1=CCCCC1)c1cnsn1	-1.0	-0.5	-0.1	-33.2	25.9	5.7	-8.5	0.9	-2.8
CCOC(=O)C(=O)c1c(-c2ccccc2)nc2ccccn12	-1.8	-0.1	-0.3	-20.2	20.7	-0.1	-0.1	0.6	-0.3
CCOC(=O)NN1C(=O)c2ccccc2NC1C (configuration not stated)	-1.5	0.3	1.0	i	8.3	0.9	2.7	0.1	0.9
CC1(C)CC(=O)c2c(nn(-c3ccccc3)c2-c2ccncc2)C1	-2.4	-0.4	0.3	-13.8	17.1	0.0	-3.6	1.0	-4.2
COc1cccc(CNC(=O)c2cc3ccccn3n2)c1	1.3	1.1	-0.6	-12.4	-18.6	12.4	-1.8	1.5	-2.0
Cc1ccc(CN2CCN(Cc3cn[nH]c3-c3cccc(F)c3)CC2CCO)o1 (configuration not stated)	-2.6	1.3	0.1	-20.8	-2.7	-3.8	-0.6	0.6	15.1*
O=C(Nc1ccccc1)N1CCCN(c2ccc(C(F)(F)F)cn2)CC1	1.9	6.4	3.4	-13.9	-26.5	1.4	-2.9	0.1	-0.3
N#CCc1ccc(NS(=O)(=O)c2ccc(N3CCCC3=O)cc2)cc1	-2.2	3.7	0.5	3.9	5.2	2.2	4.5	1.3	-3.0
Cc1ccc(F)c(NC(=O)c2ccc(Cn3cc(Cl)cn3)cc2)c1	3.1	4.0	1.5	12.6	-26.6	2.3	-12.9	-0.1	0.1
O=C(Cn1c(=O)[nH]c2ccsc2c1=O)N1CCN(c2ccc(F)cc2)CC1	4.0	0.8	-0.3	20.3	-2.6	10.2	-19.1	-0.1	-0.7
CC(=O)OC(/C(O)=C(\C#N)c1nc2ccccc2[nH]1)c1ccccc1 (configuration not stated)	0.6	1.7	0.3	6.9	13.6	3.3	-22.5	-0.9	-0.4
CCOc1cc(CN2CCN(c3ccc(C(C)=O)cc3)CC2)ccc1OC	-1.0	1.4	0.6	-15.0	-10.2	4.3	-8.2	1.6	2.9
C/C(=N\NC(=O)Cn1cc([N+](=O)[O-])cn1)c1ccco1	-3.9	0.3	-0.2	-21.4	-0.1	-2.4	-1.9	1.2	1.0
COC(=O)c1ccccc1OCC(=O)N1CCN(c2ccc(OC)cc2)CC1	3.0	-0.1	0.3	-13.9	24.8	4.0	-13.2	-0.8	1.0
Cc1nc(SCc2ccc(O)c([N+](=O)[O-])c2)c([N+](=O)[O-])[nH]1	-4.4	2.3	0.7	6.3	-21.9	3.1	-1.9	1.8	0.0
O=C(Cn1cnc2ccc(Br)cc2c1=O)c1cccs1	-3.2	1.1	0.6	29.7	-7.5	3.8	-8.7	-0.1	0.7
COc1ccc(C(C(=O)Nc2ccc(C(C)C)cc2)N(Cc2ccco2)C(=O)CC2NC(=O)NC2=O)cc1 (configuration not stated)	-1.2	0.0	0.0	-102.8	-5.5	-0.4	0.5	1.2	-0.6
CCOC(=O)/C(N=Nc1sc(C(=O)OC)c(C)c1C(=O)OCC)=C(\O)CCl	3.3	-0.6	0.2	-19.5	3.3	-7.3	-18.1	1.2	-0.2
COC(=O)c1ccc(C(=O)OC)c(NC(=O)CSc2ccccn2)c1	-3.5	-0.6	0.1	-44.6	15.1	1.1	4.8	-0.5	-5.8
CCS(=O)CCSc1nc2ccccc2s1 (configuration not stated)	-1.3	-0.6	0.0	-6.8	-45.5&-14.6	1.2	0.6	2.0	-2.6
O=C(CSc1nnc2ccccn12)NCc1ccco1	0.2	1.2	1.0	-22.2	8.9	7.2	-7.3	-0.1	1.8
COc1cc(OC)c(NC2=NCCCCC2)cc1Cl	3.4	-0.9	1.1	-49.3	6.6	3.1	-6.7	-0.5	-0.1
CCC(Cc1ccccc1)n1c(=S)[nH]c2ccccc2c1=O (configuration not stated)	1.1	-1.1	0.1	33.0	-23.4	5.7	-8.5	-0.4	0.0
COc1ccc(CNCC(O)(c2ccc(F)cc2)c2ccc(F)cc2)cc1	1.3	-0.7	0.9	9.0	-1.4	3.5	-1.9	0.3	-0.6
CC(=O)Nc1ccc2c(c1)OCO2	-2.5	0.3	1.2	-12.2	-12.8	4.8	-13.0	0.9	-1.5
COCCNC(=O)c1ccc(C)c(S(=O)(=O)Nc2ccc(C)cc2)c1	0.8	3.5	0.6	2.8	21.1	2.3	-6.8	-0.9	1.5
COc1ccc(NS(=O)(=O)c2cccc(C(=O)N/N=C/c3cn(-c4ccccc4)nc3-c3ccc(OC)cc3)c2)cc1	2.1	1.8	0.6	-79.5	-13.8	-0.7	-16.6	-0.3	0.8
O=C(N/N=C/c1ccccc1)NC1CCCCC1	-0.9	-2.3	0.0	2.4	63.9*	2.6	-12.8	-0.2	3.0
Clc1ncn(C23CC4CC(CC(C4)C2)C3)n1	-2.0	0.9	0.1	-23.4	3.2	6.0	-0.1	1.9	-2.1
Cc1ccccc1N(CC(=O)NCCSC1CCCCC1)S(=O)(=O)c1ccccc1	-0.7	-0.3	0.2	18.5	34.2	3.8	-6.4	-0.2	-1.2
CCOCCCNS(=O)(=O)c1ccc(NC(=O)c2ccccc2)cc1	-2.5	3.0	1.4	-9.7	-4.7	3.7	5.2	-0.4	-0.7

The list continues:
molecule	Ba/F3 V617F tox	zfTRPN1 agonist	TRPML3 agonist	Calpain2 inh	EP2 mod	BaF3 tox	S1P4 antagonist	PERK inh	S1P4 agonist
C/C(CCC1CC(C)(C)OC1=O)=N\NC(N)=S (configuration not stated)	5.3	0.6	0.3	9.9	-11.9	1.4	7.0	-1.0	1.1
CC(=O)Nc1cccc(NC(=S)Nc2cccc(Cl)c2Cl)c1	0.4	0.1	0.6	-11.2	-54.2	1.8	5.6	-0.1	1.4
N#CC1=C(N)C2=CCCC[C@H]2[C@H](c2cccc(F)c2)C1(C#N)C#N	5.4	2.0	0.7	-50.7	-15.9	6.9	4.6	0.8	-0.4
CCOC(=O)N1CCN(CC(O)c2ccccc2)CC1 (configuration not stated)	4.8	0.8	1.7	-3.9	24.9	6.6	-12.0	0.7	-0.7
